Screening data deposited in PubChem BioAssay by The Scripps Research Institute Molecular Screening Center.
MITF inh: inhibitors of human MITF; inhibition, % at 2.6 µM; AlphaScreen MITF homodimerization, bead proximity signal; 650,000 compounds, 0.91% hits; O75030; AID 1259374; in the data active means inhibition above about 50%;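 further: 0% = vehicle wells with protein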
FBW7 activator: human FBW7 E3 ligase activation, primary screen; Q969H0; AlphaScreen FBW7–phospho-cyclin E peptide binding, activator screen; normalized activity (activation), % at 26.1 µM; 650,000 compounds, 0.13% hits; in the data active means normalized activity above about 1.9%;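 further: purified mutant Fbw7 with reduced substrate affinity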
Target sequence (Q969H0 whole entry, looked up): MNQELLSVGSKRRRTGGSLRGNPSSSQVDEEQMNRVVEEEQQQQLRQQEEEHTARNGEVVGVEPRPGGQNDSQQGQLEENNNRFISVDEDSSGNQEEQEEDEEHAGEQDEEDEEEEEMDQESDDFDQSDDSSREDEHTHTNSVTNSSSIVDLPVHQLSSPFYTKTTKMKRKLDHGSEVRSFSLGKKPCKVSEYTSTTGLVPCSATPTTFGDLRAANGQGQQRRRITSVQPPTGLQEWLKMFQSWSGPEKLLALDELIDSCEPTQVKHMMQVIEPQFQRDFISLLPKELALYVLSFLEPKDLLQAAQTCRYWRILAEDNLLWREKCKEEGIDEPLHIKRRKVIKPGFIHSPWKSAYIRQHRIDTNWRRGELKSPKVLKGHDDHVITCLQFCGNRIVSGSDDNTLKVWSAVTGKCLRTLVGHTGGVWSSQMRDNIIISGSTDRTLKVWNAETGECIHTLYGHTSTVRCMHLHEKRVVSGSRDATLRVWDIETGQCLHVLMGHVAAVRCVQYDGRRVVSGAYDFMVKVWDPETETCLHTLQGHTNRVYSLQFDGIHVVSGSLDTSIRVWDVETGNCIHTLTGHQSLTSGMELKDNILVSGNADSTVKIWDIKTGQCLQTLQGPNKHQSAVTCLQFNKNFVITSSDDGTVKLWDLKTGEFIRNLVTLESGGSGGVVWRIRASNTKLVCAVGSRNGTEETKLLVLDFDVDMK
GPR151 ag: activators of human GPR151. Q8TDV0. PathHunter beta-arrestin GPR151 cells, luminescence. activation, % at 11.2 µM. 650,000 compounds, 1% hits. AID 1508602; in the data active means activation above about 4.9%;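 further: 0% = median of compound wells and 100% = cells with positive control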
Target sequence (Q8TDV0 whole entry, looked up): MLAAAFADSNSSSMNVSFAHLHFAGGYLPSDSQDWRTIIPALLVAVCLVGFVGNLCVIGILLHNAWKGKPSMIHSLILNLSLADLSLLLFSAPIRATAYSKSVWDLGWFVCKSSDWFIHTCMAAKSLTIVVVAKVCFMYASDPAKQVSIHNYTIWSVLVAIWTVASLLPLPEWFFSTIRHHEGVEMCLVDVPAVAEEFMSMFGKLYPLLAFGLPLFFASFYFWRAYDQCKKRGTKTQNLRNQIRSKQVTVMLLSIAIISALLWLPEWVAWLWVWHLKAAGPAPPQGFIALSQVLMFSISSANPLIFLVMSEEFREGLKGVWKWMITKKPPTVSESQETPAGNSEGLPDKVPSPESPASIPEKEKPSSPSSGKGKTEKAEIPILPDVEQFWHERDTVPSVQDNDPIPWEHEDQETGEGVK
TEAD-YAP block: TEAD-YAP interaction inhibition. HEK-TIYL cells, TEAD-Gal4/YAP UAS-luciferase luminescence. inhibition, % at 9.12 µM. 640,000 compounds, 1.4% hits. AID 1259422; in the data active means inhibition above about 32%;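 further: 0% = median of test compound wells and 100% = reference inhibitor wells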
Numbers without * were called inactive; . = no result given.

Every second line gives: GPR151 ag, MITF inh, TEAD-YAP block, FBW7 activator
CCOCCn1c(N2CCN(Cc3ccccc3)CC2)nc2c1c(=O)[nH]c(=O)n2C
→ 0.4, -5, 0, -0.1
CC(=O)N(c1ccc2oc3c(c2c1)CCCC3)S(=O)(=O)c1ccc(C(=O)O)cc1
→ -0.4, 8, 14, 0.1
COc1ccc2[nH]c(=O)c(CN(CCO)C(=O)c3cccc(Cl)c3)cc2c1
→ 1.2, 18, -2, 0.1
NC(=O)c1ccccc1Oc1ccc(Cl)cc1[N+](=O)[O-]
→ 1.1, 8, -27, -0.2
CCS(=O)(=O)NCCc1cc2ccc(C)cc2[nH]c1=O
→ -0.8, 18, 3, 0.2
CC(C)=CCC/C(C)=C/CO/N=C1\C[C@@H](O)[C@@H](O)[C@@H]2[C@@H]3C(=O)N(C[C@@H]4CCCO4)C(=O)[C@@H]3CC[C@H]12
→ 2.1, 20, ., -0.1
CCN(CCCn1c(=S)[nH]c2cc3c(cc2c1=O)OCO3)c1ccccc1
→ 0.7, -2, -4, -0.1
O=C(Cc1nc2ccccc2[nH]1)N1CCCC1
→ 1.3, -6, -3, 0.1
CCC(C)c1ccccc1OCCN1CCOCC1 (stereo unspecified)
→ 0.9, 84*, 9, 0.1
COC(=O)CN1C(c2ccccc2Cl)=Nc2ccc(Br)cc2C1c1ccccc1 (stereo unspecified)
→ -0.6, -5, 6, -0.1
N#CCCN(Cc1ccccc1)C(=O)c1ccccc1[N+](=O)[O-]
→ -1.1, 21, -7, 0.1
Cc1ccc(C)c(N/C=C(\C#N)c2nc3ccccc3o2)c1
→ -0.4, 10, -4, 0.7
O=C(C[n+]1ccccc1)c1cc2ccccc2oc1=O
→ 1.8, 12, -2, -0.1
Nc1cc(=O)[nH]c(SCCN2C(=O)c3ccccc3C2=O)n1
→ 0.3, 0, 1, -0.1
CCc1ccccc1NC(=O)c1ccc(F)c(S(=O)(=O)N2CCN(c3cc(C)ccc3C)CC2)c1
→ 0.2, 5, -2, -0.2

4 of the compounds above, with each value named.
SMILES: CC(=O)N(c1ccc2oc3c(c2c1)CCCC3)S(=O)(=O)c1ccc(C(=O)O)cc1
- GPR151 ag = -0.4
- MITF inh = 8
- TEAD-YAP block = 14
- FBW7 activator = 0.1
SMILES: COc1ccc2[nH]c(=O)c(CN(CCO)C(=O)c3cccc(Cl)c3)cc2c1
- GPR151 ag = 1.2
- MITF inh = 18
- TEAD-YAP block = -2
- FBW7 activator = 0.1
SMILES: NC(=O)c1ccccc1Oc1ccc(Cl)cc1[N+](=O)[O-]
- GPR151 ag = 1.1
- MITF inh = 8
- TEAD-YAP block = -27
- FBW7 activator = -0.2
SMILES: CCS(=O)(=O)NCCc1cc2ccc(C)cc2[nH]c1=O
- GPR151 ag = -0.8
- MITF inh = 18
- TEAD-YAP block = 3
- FBW7 activator = 0.2

Following part.
Every second line gives: GPR151 ag, MITF inh, TEAD-YAP block, FBW7 activator
C=CCc1cccc(/C=N/NC(=O)c2ccc(NC(C)=O)cc2)c1O
→ -0.5, -1, 13, -0.2
C/C(=N\N=C1/NC(=O)C(CC(=O)O)S1)c1cccnc1 (stereo unspecified)
→ 2.6, 16, -4, 0.0
c1ccc(OCCNc2nc(NCc3ccc4c(c3)OCO4)nc3c2ncn3-c2ccsc2)cc1
→ -1.4, 10, 0, -0.1
COc1cccc2c1OC1(CCN(C(=O)Nc3cccc(C#N)c3)CC1)OC2
→ -0.4, -12, 6, -0.1
CCOC(=O)c1ccc(Nc2nnc(C)c3ccccc23)cc1
→ 0.1, -16, -38, 0.1
CC(C)(C)OC(=O)NNC(=O)CCCOc1ccccc1
→ -1.5, 9, -2, 0.7
CCC1=[N+](CC(=O)c2ccc(C)cc2)CCn2cccc21
→ 0.3, 13, 2, 0.5
COc1ccc(-c2noc(CN(C(=O)c3ccc([N+](=O)[O-])c(C)c3)C(C)C)n2)cc1
→ 0.3, 7, -11, -0.2
Cc1cc(NC(=O)c2ccccc2S(C)(=O)=O)ccc1Br
→ 0.9, -10, 4, -0.1
COc1cc(/C=C2\SC(=Nc3c(C)cccc3C)N(c3ccccc3)C2=O)ccc1Oc1ccc(C(F)(F)F)cc1[N+](=O)[O-]
→ 2.6, -3, 1, -0.2
Cn1c(SCC(=O)N2CCN(Cc3ccccc3)CC2)nnc1-c1ccncc1
→ -0.4, 20, -8, 0.1
CN1CCN(CCCCOc2cccc3ccccc23)CC1
→ 1.8, 28, -7, 0.1
O=C(CSc1nnc2ccc(-c3cccnc3)nn12)c1ccc(F)cc1
→ 0.4, 7, 2, -0.1
Cc1ccccc1S(=O)Cc1ccc(C(=O)N2CC(C)CC(C)C2)o1 (stereo unspecified)
→ 1.3, 13, -7, 0.1
Cn1c(Cc2ccccc2)nnc1SCC(=O)Nc1cccc(Br)c1
→ -0.5, 6, -10, -0.1
CC(=O)c1cccc(NS(=O)(=O)c2c(C)noc2C)c1
→ 0.3, 5, 6, 0.0
Cn1ccnc1SCC(=O)Nc1ccc2c(c1)OCO2
→ 1.3, 15, -21, 0.1
COc1ccc(-n2nc(C(=O)Nc3cc([N+](=O)[O-])ccc3OC)c3ccccc3c2=O)c(OC)c1
→ 1.0, 3, 2, -0.1
COc1cc(S(=O)(=O)NCCOC23CC4CC(CC(C4)C2)C3)ccc1Cl
→ -0.1, 3, 4, -0.1
Cc1nc(CNC2CCN(c3ccc(C(=O)N4CCOCC4)cc3)CC2)cs1
→ -0.5, 20, -2, 0.0
O=C1c2ccccc2S(=O)(=O)N1Cn1ccnc1
→ 0.1, -15, 0, 0.0
CC(=O)c1ccc(NC(=O)c2cc(CC(C)C)on2)cc1
→ 0.4, 13, -31, 0.3
O=C(CSc1nccc(-c2ccccc2)n1)N1CCOCC1
→ -0.6, -11, 0, -0.2
CCn1c(Sc2c(-c3ccccc3)c3ccccc3[nH]c2=O)nnc1-c1ccc(Cl)c(Cl)c1
→ -1.0, 9, 0, 0.2
COc1ccc2c(c1)c1c3n2CCN=C3N(C)CC1
→ 0.2, 5, -4, -0.1
CC(C)Cn1cc(C(=O)N2CCCC(C)C2)c2c3ccccc3n(C)c2c1=O (stereo unspecified)
→ 0.6, -2, -13, -0.1
CS(=O)(=O)N1CCN(c2ccccc2NC(=O)C(Cl)(Cl)Cl)CC1
→ -2.0, 15, -7, 0.4
O=C(COC(=O)c1cc2ccccc2oc1=O)c1ccc([N+](=O)[O-])cc1
→ -0.1, -8, 4, 0.0
O=C(Cn1c2ccccc2n2ncnc12)c1ccc(Cl)cc1
→ 0.7, 11, 9, 0.0
O=C(Nc1ccncc1)c1ccc(Cl)c([N+](=O)[O-])c1
→ -0.9, 19, 23, 0.8
CCn1cnc2sc(C(=O)Nc3ccc4c(c3)OCO4)c(C)c2c1=O
→ -2.2, 6, -34, 0.1
O=C(Cc1ccccc1)NC(=S)Nc1cccc([N+](=O)[O-])c1
→ -0.3, 13, 1, 0.0
NS(=O)(=O)c1ccc(CCNc2ncnc3c2nnn3Cc2ccccc2)cc1
→ 0.5, 2, 4, 0.0
C=CCOc1ccc(C(=O)NCc2ccccc2)cc1OCC
→ -0.1, -2, -8, -0.1
CN(C(=O)NCc1noc2ccccc12)c1ccccc1Cl
→ -2.3, 2, 9, 0.0
CC1(C)CC(=O)C2=C(C1)OC1=C(C(=O)CC(C)(C)C1)C2c1c(O)ccc2ccccc12
→ 1.1, 0, -13, -0.2
Fc1cccc(-c2cnc3ccc(NC4CCOCC4)nn23)c1
→ 1.2, 21, 16, 0.5
CCCNCc1cc(I)c(OCC#N)c(OCC)c1
→ -0.1, -6, -4, -0.2
CSc1ncc(Cl)c(C(=O)Nc2ccc([N+](=O)[O-])cc2Br)n1
→ -0.3, -2, 7, -0.1
Cc1nnc2n1NC(c1ccc(F)cc1)C(C(=O)NCc1ccco1)S2 (stereo unspecified)
→ -0.6, 16, 11, 0.2
Cc1cccc(Nc2ncnc3c2cnn3-c2ccc(C)cc2C)c1
→ 1.6, 7, -15, 0.0
Nc1nc(SCC(=O)c2ccc3c(c2)OCO3)n[nH]1
→ -0.3, -3, 8, 0.1
O=C(N/N=C/c1cc2c(c([N+](=O)[O-])c1)OCO2)c1ccncc1
→ 0.7, 3, 3, 0.0
COc1cccc(N=Cc2c(O)n(-c3ccccc3C)c(=O)[nH]c2=O)c1
→ 0.4, 8, -9, 0.5
Nc1nnc(SCC(=O)Nc2ccc(Br)cn2)s1
→ -0.5, 9, 5, -0.1
CC1CCCC(NC(=O)C2N(CCN3CCCCC3)C(=O)C3C(C(=O)Nc4cc(Cl)cc(Cl)c4)C4C=CC32O4)C1C (stereo unspecified)
→ -0.3, 3, -3, 0.0
COc1ccc(NC(=O)CS(=O)CC(=O)NC2CCCc3ccccc32)cc1 (stereo unspecified)
→ 1.2, 8, -8, 0.2
CC(CCc1ccccc1)NC(=O)CCS(=O)(=O)c1ccc2c(c1)OCC(=O)N2 (stereo unspecified)
→ 1.1, -9, 4, 0.1
COc1ccc(N2C(=O)C(O)=C(C(C)=O)C2c2ccc(F)cc2)cc1 (stereo unspecified)
→ 1.1, -3, -7, 0.0
Cc1ccc(N2C(N)=C(C#N)C(c3ccc(N(C)C)cc3)C3=C2CCCC3=O)cc1 (stereo unspecified)
→ -0.2, 2, 13, -0.2
N#CSc1ccc(NC(=O)CCl)c(F)c1
→ -0.1, -4, 24, -0.2
CC(C)Sc1nnc(NC(=O)CCc2ccccc2)s1
→ -0.2, -5, -15, -0.2
Cc1ccc(NC2OC(=O)c3ccccc32)cc1 (stereo unspecified)
→ -0.8, 11, 1, 0.5
CCOc1cc(/C=C2/C(=O)NC(=O)N(c3ccc(C(C)C)cc3)C2=O)cc([N+](=O)[O-])c1O
→ -1.1, 3, 1, -0.1
COCc1nnn(-c2nonc2N)c1C(=O)N/N=C(\C)c1ccc(O)cc1O
→ -0.2, 18, 15, 0.1
CCN(CC)C(=O)C1CCCN(c2ccc(-n3cc(CC(=O)NCc4cccnc4)c4ccccc43)nn2)C1 (stereo unspecified)
→ 0.7, 2, 5, -0.1
CC(C)c1nc2ccccc2n1C(=O)/C=C/C(=O)O
→ -0.6, -11, -4, 0.0
CN1CCN(Cc2cc(Br)c3cccnc3c2O)CC1
→ 1.0, 89*, 45*, -0.8
COc1cc(S(=O)(=O)N2CCN(c3ccc(F)cc3)CC2)ccc1Cl
→ 1.8, -2, -9, -0.1
Nn1cnnc1SCC(=O)N(C1CCCCC1)C1CCCCC1
→ 0.8, 7, -7, 0.7

Remaining list, next part.
Every second line gives: GPR151 ag, MITF inh, TEAD-YAP block, FBW7 activator
CCOC(=O)C(CCCOc1ccc([N+](=O)[O-])cc1)C(=O)OCC
→ -1.1, -7, -9, -0.1
CCC[C@@H]1NC(=O)[C@@H]2C[C@H](NC(=O)c3cccc(Cl)c3)CN2C1=O
→ -1.0, -13, -5, 0.0
O=C(Nc1sc2c(c1C(=O)Nc1ccc(Br)cc1)CCCCC2)c1ccccc1Cl
→ 1.7, 6, 3, 1.1
O=C1C(Cl)=C(Nc2ccccc2F)C(=O)N1c1ccc(Br)cc1
→ 0.0, 13, 17, 0.1
Cc1ccc(CNC(=O)C2CCCN(c3cc(C)nc4ncnn34)C2)cc1 (stereo unspecified)
→ -0.4, -14, -10, -0.1
CC(=O)Nc1ccc(Nc2cc(Nc3ccccn3)nc(N)n2)cc1
→ 1.0, 5, -13, -0.1
COc1cc(C2C3=C(CC(C)(C)CC3=O)OC3=C2C(=O)CC(C)(C)C3)ccc1OCc1ccc(C)cc1
→ 0.4, -5, -7, -0.1
O=C(Nc1ccccc1I)c1ccc(N2CCCC2=O)cc1
→ 0.9, 2, -26, 0.1
CC1CCN(c2nc(-c3ccccc3)c3c(N)[nH]nc3n2)CC1
→ -0.5, -3, -21, -0.1
COc1ccc(C(=O)N/C(=C\c2ccc(F)cc2)C(=O)Nc2ccc(C)cc2Br)cc1
→ 1.0, 5, 6, -0.1
O=C(N[C@H]1C[C@H]2C(=O)N3CCC[C@@H]3C(=O)N2C1)Oc1ccccc1
→ -0.6, -3, -9, 0.1
Cc1cccc(OCCn2c(NC(=O)c3cccc(F)c3)nc3ccccc32)c1
→ 0.2, 1, 12, 0.0
COCc1cc(C)nc(SCC(=O)Nc2cccc3cccnc23)c1C#N
→ -1.5, 3, -9, 0.1
C/C(CC(=O)NCc1ccco1)=N\NC(=O)c1ccccc1C
→ 0.7, 5, -17, 0.2
CCOc1cc(/C=C2/SC(=Nc3ccc(OC)cc3)NC2=O)ccc1OCc1ccccc1C#N
→ 0.7, 3, 5, 0.2
NS(=O)(=O)c1ccc(NC(=O)c2ccc(Cl)cc2[N+](=O)[O-])cc1
→ -1.1, 4, 0, 0.1
CCOc1ccccc1NC(=O)CCc1c(C)nc2ncnn2c1C
→ 0.5, -2, -7, -0.1
CCCOc1ccc(/C=N/NC(=O)C(=O)NC(C)C)cc1OCC
→ 1.0, -5, 9, -0.1
O=Cc1ccccc1OCc1ccccc1F
→ -0.6, 14, 0, 0.5
Cc1cccc(C)c1NC(=O)CN1C(=O)C(C)(C)Oc2ccc(C(=O)NC(C)C)cc21
→ 1.4, -7, -3, -0.1
Cc1cccc(-n2nnnc2C2(N(C)C=O)CCCCC2)c1
→ 0.0, 20, -13, 0.8
O=c1c(O)c(-c2ccccc2O)oc2cc(O)cc(O)c12
→ 0.8, 0, 4, 0.1
Fc1ccccc1NC(=S)NCCN1CCOCC1
→ -0.3, 20, -3, 0.5
Cn1c(NC(=O)c2cccc3ccccc23)cc(=O)n(C)c1=O
→ -1.0, 2, 2, 0.1
COc1ccc(C(CC(=O)O)NC(=O)c2cccc([N+](=O)[O-])c2)cc1 (stereo unspecified)
→ 0.0, 1, 2, 0.3
N#C/C(=C1/CCCN1)c1nc(-c2ccccc2)cs1
→ 0.5, -12, -17, -0.1
COc1ccc(C(=O)N(C)C2CCCCC2)cc1I
→ -0.7, -1, 2, -0.2
